# D2 antag: antagonists of human D2 dopamine receptor; P14416; HEK293 TREx D2 cells, calcium flux, dopamine EC80; inhibition, % at 10 µM; 2% of 340,000 active; AID 485344; in the data active = inhibition above about 30%; also: 0% is about no effect
# Target sequence (P14416 whole entry, looked up): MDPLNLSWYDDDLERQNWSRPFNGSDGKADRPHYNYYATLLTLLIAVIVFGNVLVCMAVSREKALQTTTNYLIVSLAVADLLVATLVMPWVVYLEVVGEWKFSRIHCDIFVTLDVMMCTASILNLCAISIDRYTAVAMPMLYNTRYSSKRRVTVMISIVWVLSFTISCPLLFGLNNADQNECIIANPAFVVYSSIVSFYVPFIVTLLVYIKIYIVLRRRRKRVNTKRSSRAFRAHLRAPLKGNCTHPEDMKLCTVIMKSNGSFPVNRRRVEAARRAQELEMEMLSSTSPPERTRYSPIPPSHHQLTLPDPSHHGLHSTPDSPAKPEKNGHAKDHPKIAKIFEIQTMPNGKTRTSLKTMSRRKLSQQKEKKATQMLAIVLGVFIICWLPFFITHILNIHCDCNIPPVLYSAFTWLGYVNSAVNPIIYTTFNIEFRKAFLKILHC
#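 Tetracycline-induced HEK293 T-REx cells expressing D2 force-coupled to calcium signalling were dye-loaded, exposed to compound for 180 s, then challenged with an EC80 of dopamine; calcium flux was followed kinetically for a further 180 s.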
# D1 antag: human D1 dopamine receptor antagonism | P21728 | HEK293 TREx D1 cells, calcium flux, dopamine EC80; hits give low values | activity change, negative = inhibition, % at 10 µM | 3.2% of 360,000 active | AID 504652; in the data active = activity change below about -30%; also: % is scaled to controls: 0 for no effect and ±100 for the full control effect
# Target sequence (P21728 whole entry, looked up): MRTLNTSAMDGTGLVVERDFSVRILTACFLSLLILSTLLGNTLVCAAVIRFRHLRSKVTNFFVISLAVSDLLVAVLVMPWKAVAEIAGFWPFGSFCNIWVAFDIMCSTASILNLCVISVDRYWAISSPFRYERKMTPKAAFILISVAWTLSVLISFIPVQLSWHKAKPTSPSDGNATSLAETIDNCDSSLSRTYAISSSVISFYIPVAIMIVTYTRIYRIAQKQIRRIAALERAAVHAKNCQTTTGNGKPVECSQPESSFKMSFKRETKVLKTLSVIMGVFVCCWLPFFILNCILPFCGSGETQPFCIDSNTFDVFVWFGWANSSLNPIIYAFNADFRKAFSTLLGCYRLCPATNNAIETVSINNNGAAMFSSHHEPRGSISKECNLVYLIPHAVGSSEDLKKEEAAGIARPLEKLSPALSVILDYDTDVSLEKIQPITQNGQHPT
#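 Calcium flux readout: force-coupled, inducible Hek293 Trex D1 line, cells induced overnight at 30 C with tetracycline, dye-loaded 30–90 min at RT. Antagonism scored against EC80 dopamine challenge given 180 s after compound.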
# D1 agonist: agonists of human D1 dopamine receptor; activation, % at 2 µM; P21728; HEK293 T-REx D1 cells, calcium flux, agonist mode; 1% of 360,000 active; also: 0% is about no effect
#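 Inducible HEK293 T-REx D1 cells, force-coupled to calcium signalling, were plated at 4000 cells/well with tetracycline and held overnight at 30 C. After no-wash calcium dye loading, compound-evoked calcium rise over 180 s flagged agonists.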
# TRHR ag: activates the human TRH receptor. TRHR cells, calcium flux fluo-8, FDSS agonist mode. activation, % at 2 µM. 0.18% of 360,000 active. AID 493084; also: 0% is about no effect
#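 Read-out: compound-evoked intracellular calcium rise in TRHR cells, fluo-8 dye, kinetic FDSS fluorescence at 1 s/cycle following a 10-cycle baseline. Cells cultured overnight before dye loading (30 min–1.5 h, RT).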
# RXFP1 antag: blocks the human relaxin receptor RXFP1; Q9HBX9; HEK293-RXFP1, relaxin-stimulated cAMP HTRF, 30 min; hits give low values; activity change, negative = inhibition, % at 57.5 µM; 0.59% of 350,000 active;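 active = activity change of -60% or lower, but not beyond a set lower limit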; also: % is scaled to controls: 0 for no effect and ±100 for the full control effect
# D1 PAM: enhances dopamine response at the human D1 receptor | 0.036% of 360,000 active | potentiation, % at 10 µM | AID 504651 | HEK293 TREx D1 cells, calcium flux, dopamine EC20 potentiation; in the data active = potentiation above about 30%; also: 0% is about no effect
# TRHR PAM: TRH receptor (human) allosteric enhancement | TRHR cells, fluo-8 calcium fluorescence, EC20 TRH enhancement | 0.66% of 360,000 active | enhancement, % at 2 µM | P34981; in the data active = enhancement above about 30%; also: 0% is about no effect
#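 TRHR-expressing cells loaded with fluo-8 calcium dye were read kinetically (ex 480/em 530) during compound addition, then stimulated with an EC20 of TRH (10 nM final). Enhancement of the Gq-mediated intracellular calcium response was scored.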
# D2 ag: D2 dopamine receptor (human) agonism; HEK293 T-REx D2 cells, calcium flux agonist mode; activation, % at 2 µM; 0.53% of 340,000 active;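 active = activation over 3 SD above normal in the single-dose calcium agonist read, cut at about 30% in these data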; also: 0% is about no effect
#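 In this primary screen, compounds producing a positive calcium signal within 180 s of addition to tetracycline-induced, force-coupled HEK293 Trex D2 cells are flagged; cells are dye-loaded with a no-wash calcium kit beforehand.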
# D2 PAM: positive allosteric modulators of human D2 dopamine receptor; P14416; HEK293 T-REx D2, calcium flux, EC20 dopamine potentiation; potentiation, % at 10 µM; 0.34% of 340,000 active; AID 485347;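 active = potentiation over 3 SD above the plate norm, cut at about 30% in these data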; also: 0% is about no effect
#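 Tetracycline-induced Hek293 Trex D2 cells, force-coupled to calcium, loaded with no-wash calcium dye. Compound added with 180 s kinetic read for agonism, then EC20 dopamine and a further 180 s read for potentiation.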
# Starred values were filed as active, the others as inactive; · = not tested or not shown. Rule as the data show it, unless noted: active = activation above about 30%; inactive = the rest.
cpd	mol	D2 antag	D1 antag	D1 agonist	TRHR ag	RXFP1 antag
1	Cc1ccc(N2CC(C(=O)NCc3cccs3)CC2=O)cc1 (stereo not drawn)	5.3	-2.0	-0.3	-0.3	1.0
2	CCn1cc2nc(SCC(=O)Nc3ccc(C)cc3C)n(Cc3ccc(C)cc3)c(=O)c2n1	·	-6.2	9.5	1.2	-9.5
3	CCO[C@H]1OC(C(N)=O)=C[C@@H](c2ccccc2)[C@@H]1CCCO	3.1	-17.2	-0.3	-0.7	·
4	COc1ccccc1NC(=O)Cn1c(=O)n(CCc2ccccc2)c(=O)c2sc3ccccc3c21	·	-16.0	2.6	-1.9	·
5	COc1cccc(C2=NOC(C(=O)NCc3ccco3)C2)c1 (stereo not drawn)	5.3	1.8	5.1	-0.1	4.8
6	COC(=O)c1ccc(Nc2ncnc3c2nc2n3CCCC2)cc1	·	-14.3	7.2	-0.6	13.0
7	O=S(=O)(NCC(c1cccnc1)N1CCN(c2ccccc2)CC1)c1cccs1 (stereo not drawn)	-18.0	1.6	0.5	0.3	-4.0
8	CCOc1ccccc1C(=O)Nc1ccc(-n2nncc2C(C)(C)C)cc1	5.1	0.2	5.4	-0.5	-13.2

cpd	D1 PAM	TRHR PAM	D2 ag	D2 PAM
1	-1.1	6.6	0.3	-0.1
2	-6.5	-7.9	·	·
3	-5.1	11.6	0.1	13.2
4	-0.9	9.8	-0.9	2.0
5	0.0	-3.3	0.1	-0.5
6	1.8	-0.1	0.3	3.1
7	5.3	-2.5	15.0	-8.0
8	-2.4	12.3	1.2	-0.9

# Next part.
cpd	mol	D2 antag	D1 antag	D1 agonist	TRHR ag	RXFP1 antag
9	COc1ccc(C(=O)NCc2ncccc2C)cc1OC1CCN(C(C)=O)CC1	-6.6	7.9	2.4	0.9	-8.9
10	COc1ccc(OCC(=O)Nc2cc(-c3cccc(Cl)c3)nn2-c2ccccc2)cc1	·	-4.3	9.2	0.2	·
11	Cc1nc2c3ccccc3n(Cc3ccccc3F)c2s1	-6.0	-7.9	5.2	-0.3	-25.4
12	Cc1cccc(S(=O)(=O)N2CCC(CO)(Cc3ccccc3)CC2)c1	9.1	7.7	4.2	-0.6	-4.8
13	COc1ccc(C(O)c2ncc(C(F)(F)F)cc2Cl)cc1 (stereo not drawn)	1.5	-2.6	2.6	0.1	-30.7
14	CCOC(=O)[C@H]1[C@H]2COc3ccc(OC)cc3[C@@H]2N2C(=O)CN(C)C(=O)[C@@]12C	6.9	·	1.1	-0.1	·
15	CSCCC(N=C1NS(=O)(=O)c2ccccc21)C(=O)N1CCCC(C(N)=O)C1 (stereo not drawn)	-4.0	-9.6	1.7	0.4	-5.1
16	Cc1ccc(CC2CC(=O)N(c3ccncc3)C2=O)cc1 (stereo not drawn)	-0.2	-10.6	0.9	0.1	-12.3

cpd	D1 PAM	TRHR PAM	D2 ag	D2 PAM
9	-2.3	0.4	-0.1	2.5
10	1.8	-5.2	·	-7.0
11	-4.3	-2.6	-0.2	5.8
12	-3.4	-8.8	-0.5	-3.1
13	-7.8	3.4	0.3	0.8
14	-4.9	-6.0	0.0	2.8
15	3.5	1.9	0.3	2.1
16	-4.3	-1.8	-0.9	-1.4

# Further structures:
cpd	mol	D2 antag	D1 antag	D1 agonist	TRHR ag	RXFP1 antag
17	CN1C2CCC1CC(NC(=O)c1ccc(Cl)cc1)C2 (stereo not drawn)	-4.8	-32.0*	29.9	2.9	-10.1
18	O=C(Nc1ccccc1OC(F)(F)F)c1ccc([N+](=O)[O-])cc1	2.1	-2.3	1.0	-0.2	-24.9
19	CCCOc1ccc(C2C(=O)N(C3CCC(C)CC3)CC(=O)N2CCC2=CCCCC2)cc1OC (stereo not drawn)	·	-9.1	-4.7	-0.3	-3.1
20	CCC1CN(C(=O)Nc2cc(C)ccc2OC)c2cc(Cl)ccc2O1 (stereo not drawn)	·	-16.7	0.7	-0.4	-60.9*
21	c1ccc(N2CCOCCOCCOCCOCCOCC2)cc1	1.4	-9.1	2.1	0.1	-2.6
22	O=C(Nc1ccncc1)c1ccc(NS(=O)(=O)c2ccc3[nH]c(=O)[nH]c3c2)cc1	-5.2	-27.1	-0.1	-0.1	-15.4
23	COc1cccc(CN(C)CC(=O)Nc2ccccc2C(=O)Nc2ccccc2)c1OC	-9.9	11.7	8.8	0.3	-21.5
24	O=C(CSc1nccc(=O)[nH]1)N1CCN(c2ccccc2)CC1	-9.1	1.6	2.0	1.0	-7.1

cpd	D1 PAM	TRHR PAM	D2 ag	D2 PAM
17	2.6	4.3	2.3	-1.1
18	-1.8	2.8	0.2	-2.2
19	-0.8	-5.9	0.4	-13.4
20	-5.4	-4.3	1.0	-2.4
21	-6.0	-1.4	0.2	8.9
22	-4.0	-1.4	-1.3	16.3
23	-4.2	5.4	0.1	0.0
24	-2.9	1.1	2.0	-9.6

# (more compounds)
cpd	mol	D2 antag	D1 antag	D1 agonist	TRHR ag	RXFP1 antag
25	CCCn1nnc(NC(=O)c2cccc(OCC)c2)n1	-25.9	-3.0	1.1	0.2	5.8
26	Cc1nn(C)c(C)c1N1C(=O)c2cccc3c(N)ccc(c23)C1=O	26.3	-27.2	355.5*	135.2*	0.6
27	Nc1c(N(CCO)C(=O)C2CCCCC2)c(=O)[nH]c(=O)n1Cc1ccccc1	-2.3	16.1	6.8	1.5	10.6
28	COc1cccc(/C=N/NC(=O)c2[nH]c(C)c(C(=O)N/N=C/c3cccc(OC)c3O)c2C)c1O	10.7	-77.3*	-0.5	0.6	-14.9
29	COCCNC(=O)c1nn(-c2cc(OC)cc(OC)c2)c(=O)c2ccccc12	-4.3	-3.4	2.1	-0.6	-8.9
30	CCOc1ccc(CC(=O)Nc2ccc(-c3ccc4nnc(C)n4n3)cc2)cc1	·	1.8	2.6	0.5	5.1
31	CC(C)NC(=O)Cn1cc(S(=O)(=O)N2CCCC2)c(S(=O)(=O)N2CCCC2)c1	4.2	12.5	2.1	0.5	19.0
32	O=C(CCN1N=C(c2ccccc2)CCC1=O)NC1CCCC1	·	-4.9	-0.3	-0.4	-5.7

cpd	D1 PAM	TRHR PAM	D2 ag	D2 PAM
25	-3.4	-0.3	-0.3	-10.8
26	6.5	22.1	115.4*	1.9
27	0.5	-7.4	1.0	-4.6
28	-7.5	-4.3	0.1	-3.2
29	-3.1	0.5	-2.9	1.1
30	-1.6	-4.1	·	1.8
31	-3.1	3.3	-0.3	13.4
32	-2.8	-7.0	·	·

# (more compounds)
cpd	mol	D2 antag	D1 antag	D1 agonist	TRHR ag	RXFP1 antag
33	CCOc1ccc(CCNC(=O)COC(=O)c2cc(=O)[nH]c3ccccc23)cc1OCC	-7.7	-1.1	-0.4	-0.3	-4.0
34	O=C(CC12CC3CC(C1)CC(CC(=O)N1CCCC1)(C3)C2)N1CCCC1	-16.6	-12.1	0.7	0.8	-11.0
35	CN1C(=O)N2CN(C3CCCCC3)CN3C(=O)N(C)C1C23 (stereo not drawn)	-12.7	-15.2	1.4	0.1	-7.7
36	Cc1ccc(S(=O)(=O)NCC2CCC(C(=O)NCc3cccs3)CC2)cc1 (stereo not drawn)	1.8	-5.5	4.2	-2.3	1.7
37	CC(C)(C)OC(=O)NNC(=O)C12CC3CC(CC(C3)C1)C2	-8.1	2.0	2.9	0.5	-6.0
38	Cc1csc(=O)n1CC(=O)OCC(=O)c1c(N)n(C)c(=O)n(C)c1=O	0.3	7.8	1.8	0.8	9.4
39	CCC(C)(C)NC(=O)c1ccc(S(=O)(=O)N2CCCCCC2)cc1	9.0	-0.9	-0.9	-0.3	-2.5
40	CC(=O)c1sc2nc(-c3ccc(C)cc3)c3c(c2c1N)CCCC3	3.5	2.6	4.2	1.6	·

cpd	D1 PAM	TRHR PAM	D2 ag	D2 PAM
33	4.2	1.6	-0.3	-4.7
34	-2.2	1.4	0.7	0.1
35	-8.8	-3.1	-1.7	5.5
36	-5.8	-1.2	0.5	-1.4
37	-2.4	-1.6	0.2	10.3
38	-3.4	3.9	0.9	8.1
39	13.0	-4.4	-2.6	2.6
40	-4.5	3.3	3.3	-0.3

# Carrying on.
cpd	mol	D2 antag	D1 antag	D1 agonist	TRHR ag	RXFP1 antag
41	CCC1(C)CC(c2nc(-c3ccc(OC)cc3)cs2)CCS1 (stereo not drawn)	-4.5	1.4	3.9	2.7	5.4
42	Cc1cc(C(=O)NCc2ccco2)cs1	-12.9	0.5	-0.8	0.1	1.8
43	CC(C)(C)OC(=O)CNC(=O)c1nc[nH]c1C(=O)N1CCNCC1	3.1	7.5	3.1	-0.1	·
44	Cc1ccccc1Nc1nnc(SCC(=O)Nc2ccccc2[N+](=O)[O-])s1	-3.8	3.4	1.4	-1.1	-0.7
45	CCOC(=O)C1=C(CN2CCSCC2)NC(=O)NC1c1cc(C)ccc1C (stereo not drawn)	-31.2	-6.1	0.8	-0.7	-2.4
46	CCC(OC(=O)c1ccco1)C(=O)NCc1ccco1 (stereo not drawn)	0.1	8.1	0.6	0.4	6.0
47	CCOc1ccc(CCNC(=O)COC(=O)CSc2ccccc2C)cc1OCC	-10.6	-2.8	6.9	-1.4	-1.3
48	CCCn1c(Cc2ccccc2)nnc1SC(C)C(=O)NC1CC1 (stereo not drawn)	10.5	8.3	1.6	-0.2	5.3

cpd	D1 PAM	TRHR PAM	D2 ag	D2 PAM
41	4.7	-5.7	2.7	-6.1
42	-0.3	2.5	0.8	6.2
43	2.3	7.0	-0.9	-4.0
44	11.3	-5.9	-0.6	10.9
45	-0.9	6.8	-1.5	2.2
46	-0.2	-7.5	0.3	3.2
47	-0.8	1.1	0.7	-1.1
48	-4.5	-3.1	0.0	-7.0

# Additional records follow.
cpd	mol	D2 antag	D1 antag	D1 agonist	TRHR ag	RXFP1 antag
49	CN(C)CCCn1c2c(c(SCC(=O)Nc3nccs3)nc1=O)CCC2	6.8	11.5	0.1	0.4	-0.5
50	CCCCn1c(N)c(N(CCOC)C(=O)c2cccc(S(=O)(=O)N3CCCCC3)c2)c(=O)[nH]c1=O	-6.9	0.5	1.3	-0.1	18.9
51	C=CCSc1nc2sc3c(c2c(=O)n1CC=C)CCc1ccccc1-3	7.2	3.7	2.8	0.0	16.7
52	O=C(CSc1nc(-c2ccc(F)cc2)cs1)N1CCOCC1	3.2	3.9	3.9	-0.6	6.4
53	O=C(C1CCN(S(=O)(=O)c2ccc3c(c2)OCCO3)CC1)N1CCc2ccccc21	10.1	13.1	3.2	-0.1	-6.8
54	O=C(Nc1ccccc1)c1cc(S(=O)(=O)N2CCCCC2)ccc1N1CCOCC1	·	-23.9	-1.3	-0.5	-6.3
55	Cc1cc2c(NS(=O)(=O)c3ccc(F)cc3)cccc2nn1	-1.1	0.6	0.4	0.5	2.8

cpd	D1 PAM	TRHR PAM	D2 ag	D2 PAM
49	-0.9	3.9	-0.5	-2.0
50	4.5	-4.3	0.5	-6.9
51	-2.1	3.6	-0.4	-2.0
52	8.0	1.8	0.3	25.0
53	-3.5	10.0	0.8	-5.0
54	0.6	-2.8	·	-5.3
55	-3.5	3.0	0.5	4.6

# Complete entries, looked up by structure. Order of screens: D2 antag	D1 antag	D1 agonist	TRHR ag	RXFP1 antag	D1 PAM	TRHR PAM	D2 ag	D2 PAM
# Listed for `O=C(CCN1N=C(c2ccccc2)CCC1=O)NC1CCCC1` = ·	-4.9	-0.3	-0.4	-5.7	-2.8	-7.0	·	·
# Listed for `Cc1csc(=O)n1CC(=O)OCC(=O)c1c(N)n(C)c(=O)n(C)c1=O` = 0.3	7.8	1.8	0.8	9.4	-3.4	3.9	0.9	8.1
